LYP phosphatase – PTPN22 lymphoid phosphatase activity blockers – biochemical, fluorescence intensity, uHTS (AID 1779); recombinant LYP phosphatase, fluorescence intensity; higher % means a stronger effect; inhibition, % at 11.5 µM, or IC50 in µM where a hit was titrated; 0.054% of 290,000 active; in the data active = inhibition above about 50%;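 also: plate controls were vehicle with enzyme for no effect and no enzyme for full effect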
Dengue-2 NS5 capping – flavivirus cap methylation enzyme inhibition – biochemical, confirmation dose response, primary screen (AID 588689); inhibition, % at 25 µM, or IC50 in µM where a hit was titrated; 0.3% of 340,000 active; Dengue-2 NS5 methyltransferase capping enzyme assay, biochemical; higher % means a stronger effect; in the data active = a potency from the dose series; inconclusive = inhibition above about 29% without an active follow-up result
Autophagy HCS – alters autophagy in cells; calls only at 10 µM (by protocol); 0.98% of 190,000 active; MEF GFP-LC3 puncta imaging; test concentration mostly 10 µM;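 active = percentage of spot-positive cells more than 3 SD above its plate mean, without a fluorescence outlier flag or 80% toxicity; inconclusive = no clear call, values can overlap the other calls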;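 also: spot-positive cell cutoff set from DMSO-treated cells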
UTI89 phage lysis – inhibition of K1F phage lysis, E. coli UTI89, bacterial capsule biogenesis inhibitors, alamar blue (AID 488966); 0.02% of 340,000 active; inhibition, % at 100 µM, or IC50 in µM where a hit was titrated; E. coli UTI89 K1F phage lysis, alamar blue, 2 h; higher % means a stronger effect;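 active = phage lysis inhibition, versus mean bacterial control, above a set limit; inconclusive = no clear call, values can overlap the other calls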;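 also: capsule biogenesis inhibitors block K1F phage lysis so surviving cells raise fluorescence; higher fluorescence means more inhibition of phage lysis; actives were called in the ten point dose series up to 300 µM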
NTR1 ag – NTR1-driven beta-arrestin-GFP spot formation – imaging, U2OS cells, high content, primary screen (AID 493036); 0.17% of 330,000 active; activation, % at 20 µM; agonist mode; P30989;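 active = activation at or above 40% of the spot to cytoplasm intensity ratio, with at least 20 cells analyzed; inconclusive = wells under 20 cells, flagged as cytotoxic or low count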;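 also: 0% = DMSO without peptide and 100% = 100 nM NTR1 peptide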
Target sequence (P30989 whole entry, looked up): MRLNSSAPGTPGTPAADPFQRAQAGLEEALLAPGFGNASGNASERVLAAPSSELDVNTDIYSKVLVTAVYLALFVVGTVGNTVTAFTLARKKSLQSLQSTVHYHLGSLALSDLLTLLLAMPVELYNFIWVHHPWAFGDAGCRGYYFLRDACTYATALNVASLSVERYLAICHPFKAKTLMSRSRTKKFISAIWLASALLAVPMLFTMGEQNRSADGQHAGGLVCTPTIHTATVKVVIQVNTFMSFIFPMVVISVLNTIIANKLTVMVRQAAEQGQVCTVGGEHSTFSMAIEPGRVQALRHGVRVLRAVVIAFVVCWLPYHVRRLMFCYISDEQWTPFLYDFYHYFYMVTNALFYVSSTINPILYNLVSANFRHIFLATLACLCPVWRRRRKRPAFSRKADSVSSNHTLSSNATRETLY
WT yeast gro inh – growth inhibition of WT yeast, mitochondrial fusion screen; mitochondrial fusion phenotypic screen, WT strain; inhibition, % at 10 µM; 2.1% of 190,000 active; in the data active = inhibition above about 58%; tested in S. cerevisiae
AID2073 – disruptors of CaV2.2 binding to Mint1 – biochemical, HTRF (AID 2073). HTRF protein-protein interaction, Mint1-CaV2.2; higher % means a stronger effect. one-dose inhibition, % at 20 µM; IC50 in µM for titrated hits. 0.19% of 290,000 active; in the data active = inhibition mostly above about 51%, no sharp cut-off; inconclusive = no clear call, values can overlap the other calls; inactive = mostly below about 53%; also: some results filed as inactive read as strong as hits
RSV antiviral HEp-2 – RSV antiviral activity via CPE protection, HEp-2 cells, primary 10 µM value included (AID 2391) | CPE inhibition, % at 10 µM; hits with a dose series show IC50 in µM | 0.13% of 310,000 active | HEp-2 cells, RSV-induced CPE inhibition; higher % means a stronger effect; in the data active = a potency from the dose series; inconclusive = CPE inhibition mostly from about 23% at the one dose, without a potency; inactive = the rest, 99 in 100 with CPE inhibition below about 21%; also: strong numbers were not always called active
GPR35 antagonists – inhibition of zaprinast-stimulated GPR35 beta-arrestin translocation – imaging, U2OS, beta-arrestin-GFP, zaprinast agonist, primary screen (AID 2058) | U2OS GPR35 beta-arrestin-GFP translocation imaging, zaprinast antagonism; higher % means a stronger effect | one-dose inhibition, % at 10 µM; IC50 in µM for titrated hits | 0.052% of 290,000 active;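 active = inhibition of at least 50% with at least 30 cells and total cytoplasm GFP at most 10,000,000; inconclusive = under 30 cells or total GFP of 10,000,000 plus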
WT yeast gro inh mutant strain – second read-out of WT yeast gro inh, no call of its own (marks repeat the call); inhibition, %; mitochondrial fusion phenotypic screen, mutant strain inhibition
Autophagy HCS cell loss 18 h – also measured in Autophagy HCS; calls as there; toxicity, %; measured here: cell loss, nuclei count;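 cell loss after 18 h compound exposure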
NTR1 ag cell count 20 µM – also measured in NTR1 ag; calls as there; cell count; measured here: cell count, cytotoxicity flag
Dengue-2 NS5 capping pilot replicate – further read-out of Dengue-2 NS5 capping, marked with its call; inhibition, %; measured here: pilot screen replicate inhibition
An asterisk follows results filed as active; i = inactive; ? = inconclusive; . = no result given; + = active, no number. Not all compounds are listed, so the mix of outcomes need not match the whole.

SMILES | LYP phosphatase | Dengue-2 NS5 capping | Autophagy HCS | Autophagy HCS cell loss 18 h | UTI89 phage lysis | NTR1 ag | NTR1 ag cell count 20 µM | WT yeast gro inh | WT yeast gro inh mutant strain | AID2073 | RSV antiviral HEp-2 | GPR35 antagonists | others
ClCCNc1nc2ccc(Cl)cc2[nH]1 | -10% | -4% | i | -3 | 6.0% | 1.1 | 84 | 9 | 10 | -7% | ? | 16%
C=CCN1C(=O)NC(=O)/C(=C/c2cccn2C)C1=O | -4% | 21% | i | 2 | 1.9% | 0.4 | 36 | 28 | 3 | 4% | 2.1% | 16%
Cc1ccccc1-c1nc2ccccc2c(=O)n1C | -10% | -2% | . | . | -0.3% | -0.2 | 79 | . | . | 12% | 1.8% | -8%
CCCc1c(C)nc(SCC(=O)C(C)(C)C)nc1OC(=O)N(C)C | -1% | -2% | . | . | -0.7% | 0.2 | 44 | . | . | 7% | 0.0% | 4%
BrCC1C[n+]2c(SCc3ccccc3)nc3sc4c(c3c2O1)CCCC4 (stereo not given) | -4% | 5% | . | . | -0.6% | 4.4 | 57 | . | . | -17% | 2.4% | 13%
COc1cc2c(c(OC)c1OC)-c1ccc(O)c(=O)cc1[C@@H](N)CC2 | . | 3% | . | . | -1.0% | -0.3 | 87 | . | . | . | 2.0% | .
CC(C)c1cccc(C(C)C)c1OCCn1ccnc1 | -8% | 2% | i | 5 | 0.7% | -1.5 | 37 | -6 | -5 | -1% | -1.0% | -17%
COC(=O)c1ccc(CN2CCN(Cc3ccccc3)CC2)cc1 | -3% | -3% | i | -12 | 4.3% | 0.2 | 68 | 22 | 21 | -9% | 0.1% | -1%
CC(=O)OC1CCC2(/C=N/O)C(=CCC3C4CCC(=O)C4(C)CCC32)C1 (stereo not given) | -4% | -7% | . | . | 0.2% | -0.4 | 48 | . | . | -1% | 2.8% | 46%
COc1cc(C(c2c(O)c3ccccc3oc2=O)c2c(C)n(C)n(-c3ccccc3)c2=O)ccc1O (stereo not given) | 7% | -2% | i | 2 | -0.6% | -0.1 | 45 | -20 | 1 | 8% | 1.1% | -12%
COc1cc2c(cc1O)C[C@H]1NCCc3cc4c(c-2c31)OCO4 | -4% | 6% | i | 2 | -0.3% | 1.6 | 69 | 4 | -4 | 39% | 1.9% | 6%
COC(=O)C1=C(c2ccccc2OCc2ccccc2)C[C@@H]2CC[C@H]1N2C(=O)NCCOc1ccccc1 | . | -3% | . | . | 0.5% | 1.4 | 68 | . | . | . | 3.5% | .
CCOC(=O)COc1ccc2c(c1)c(C(C)=O)c(C)n2Cc1ccccc1 | 7% | -6% | i | 2 | -0.1% | 7.8 | 61 | 4 | 1 | -1% | 1.0% | -6%
CCN1CCN(S(=O)(=O)c2ccc(Cl)nc2)CC1 | -8% | -1% | i | 8 | 0.1% | -0.4 | 48 | -6 | 4 | -1% | 1.2% | 9%
O=c1cc(C(F)(F)F)c2cc3c4c(c2o1)CCCN4CCC3 | -5% | ? | i | 34 | -0.2% | -1.7 | 41 | 21 | 28 | 32% | 15% | 1.4µM*
CCOC(=O)C(O)(c1ccc(NC(=O)c2ccco2)c(OC)c1)C(F)(F)F (stereo not given) | -12% | . | i | 0 | 0.0% | 0.3 | 58 | 12 | 19 | -4% | 0.6% | -3%
O=C1Nc2ccccc2Sc2ccccc21 | -8% | -5% | i | -5 | -0.1% | 0.4 | 42 | -18 | -1 | -4% | 0.4% | -6%
COC(=O)C1=C(c2c(C)noc2C)C[C@@H]2CC[C@H]1N2C(=O)N1CCc2cc(OC)c(OC)cc2C1 | . | -2% | . | . | 0.7% | 2.3 | 26 | . | . | . | 1.0% | .
CCOC(=O)C(NC(=O)CCl)(Nc1ccc(C(O)(C(=O)OCC)C(F)(F)F)cc1)C(F)(F)F (stereo not given) | 82%* | -2% | i | 14 | 0.0% | 2.7 | 31 | 7 | 6 | -2% | 1.2% | 2%
Cc1oc(-c2ccccc2)nc1CN1C(=O)C(C)N=C(c2ccccc2F)c2cc(Cl)ccc21 (stereo not given) | 6% | -3% | i | 9 | -1.7% | 5.0 | 78 | 80* | -2.1* | 2% | 8.5% | -9%
O=C(CCc1nc(-c2ccccc2F)no1)N1CCC2(CC1)OCCO2 | -8% | . | i | 1 | 0.0% | 0.8 | 49 | -14 | 5 | -2% | 1.8% | 20%
COC(=O)C1=C(c2ccc(S(C)(=O)=O)cc2)C[C@@H]2CC[C@H]1N2C(=O)NCC1CC1 | . | -6% | . | . | 0.1% | -1.7 | 104 | . | . | . | 3.5% | .
CCOc1ccc(N2C(=O)NC(=O)/C(=C\c3ccccc3[N+](=O)[O-])C2=O)cc1 | -7% | 30µM* | . | . | -0.5% | -0.1 | 51 | . | . | 18% | 2.8% | 14%
NS(=O)(=O)c1cccc(N2CCNCC2)c1 | -4% | 0% | i | 9 | -0.7% | 2.6 | 39 | -9 | -13 | -1% | 1.4% | -1%
CCCC/C(=N\O)c1c[nH]c2ccccc12 | 0% | 1% | i | -4 | -2.9% | 1.1 | 54 | 51 | 3 | 19% | 0.1% | 4%
COc1cccc(OC)c1C1=NCC(=O)Nc2c1oc1ccc(Br)cc21 | 1% | -2% | + | . | 0.3% | 9.7 | 90 | 12 | 5 | 7% | 8.6% | -10%
O=C(N/N=C/c1c(O)n(CCc2ccccc2)c(=O)[nH]c1=O)c1ccncc1 | -3% | -32% | i | 7 | 0.0% | . | . | 10 | 16 | 6% | 0.9% | 4%
O=C1CC(c2ccccc2)CN1 (stereo not given) | -7% | -13% | . | . | 0.6% | -0.3 | 44 | . | . | 31% | 5.0% | 1%
CCC(=O)Nc1ccc(N2CCN(CC)CC2)c(Cl)c1 | -4% | -3% | i | 2 | -0.4% | 0.4 | 34 | 70* | -29* | -3% | -2.1% | 6%
COc1cc(OC)c(OC)cc1CNCCc1ccc(F)cc1 | -9% | 3% | . | . | 0.2% | 1.8 | 67 | . | . | 4% | -0.8% | -8% | Dengue-2 NS5 capping pilot replicate=3.9
CC12CC[C@H]3[C@@H](CCC4(O)C[C@H](O)CCC34/C=N/NC(=O)Cc3ccccc3)C1(O)CCC2C1=CC(=O)OC1 (stereo not given in full) | -3% | 7% | . | . | -0.1% | 2.4 | 54 | . | . | 2% | 1.2% | 8%
CC(C)=CCc1c(O)cc2c(c1O)C(=O)CC(c1ccc(O)cc1)O2 (stereo not given) | -6% | -4% | . | . | -0.3% | 37 | 85 | . | . | 8% | 2.9% | 3%
Cc1ccc(O)c(C(=O)c2cc(C(=O)NCc3ccccc3)c(=O)n(Cc3ccccc3)c2)c1 | -1% | 4% | i | -13 | 0.4% | 1.2 | 57 | 6 | -3 | 8% | 15% | -4%
O=C1NC(=O)N(c2ccc3c(c2)OCO3)C(=O)/C1=C\c1ccsc1 | 0% | . | . | . | . | 3.8 | 65 | . | . | 35% | 1.7% | -4%
OC(C#CCN1CCOCC1)(c1ccccc1)C1CCCC1 (stereo not given) | -2% | 1% | i | -1 | 0.9% | 1.1 | 62 | 5 | 1 | 2% | 4.1% | -5%
CC(C)c1ccc(N=Cc2c(O)n(C3CC3)c(=S)[nH]c2=O)cc1 | -1% | -6% | . | . | 0.3% | 6.1 | 53 | . | . | -11% | 1.0% | 19%
CC(=O)Nc1ccccc1C(=O)OCc1ccc(F)cc1 | -4% | 1% | i | 1 | -1.9% | -1.2 | 104 | 1 | 4 | -10% | -2.0% | 9%
O=C(NCCN1CCOCC1)c1ccc(Cl)nc1Cl | -7% | 5% | i | -7 | 0.2% | 0.0 | 92 | 9 | 12 | -13% | 0.7% | -9%
CCN(CC)c1ccc(CC2C(=O)N(C)C(=O)N(C)C2=O)cc1 | 2% | 9% | i | 5 | 4.1% | -0.2 | 54 | -13 | -2 | 0% | 2.0% | -11%
O=C(Cc1ccccc1)N1CCN(Cc2cccc(Br)c2)CC1 | -7% | 2% | . | . | 0.3% | -0.4 | 51 | . | . | 5% | 2.0% | 3%
COc1ccc(CC(C)NC2CCCCCC2)cc1 (stereo not given) | -11% | 6% | . | . | 0.4% | 2.2 | 45 | . | . | -4% | -0.8% | -2%
CN(C)c1ccc(NC(=O)CN2C(=O)CN=C(c3ccccc3)c3ccccc32)cc1 | -1% | 4% | i | -1 | -0.6% | -1.1 | 55 | 5 | 53 | -13% | 2.3% | 6%
O=c1c2ccccc2nc(/C=C/c2ccccc2)n1-c1ccc(O)cc1 | 3% | 3% | . | . | 0.1% | 5.8 | 99 | . | . | 10% | 11% | 7%
CC(NC(=O)Cc1cccc2ccccc12)C(=O)N1CCC(=O)CC1 (stereo not given) | -3% | 0% | i | 16 | 0.2% | 0.0 | 41 | 13 | 13 | -15% | -1.7% | 6%
c1ccc2c(CN3CCCCCC3)c[nH]c2c1 | -2% | -6% | i | 7 | 0.2% | -0.3 | 103 | -17 | -8 | -1% | 3.8% | -10%

Among those listed so far, 7 contain fluorine.
SMILES | LYP phosphatase | Dengue-2 NS5 capping | Autophagy HCS | Autophagy HCS cell loss 18 h | UTI89 phage lysis | NTR1 ag | NTR1 ag cell count 20 µM | WT yeast gro inh | WT yeast gro inh mutant strain | AID2073 | RSV antiviral HEp-2 | GPR35 antagonists | others
O=c1cc(C(F)(F)F)c2cc3c4c(c2o1)CCCN4CCC3 | -5% | ? | i | 34 | -0.2% | -1.7 | 41 | 21 | 28 | 32% | 15% | 1.4µM*
CCOC(=O)C(O)(c1ccc(NC(=O)c2ccco2)c(OC)c1)C(F)(F)F (stereo not given) | -12% | . | i | 0 | 0.0% | 0.3 | 58 | 12 | 19 | -4% | 0.6% | -3%
CCOC(=O)C(NC(=O)CCl)(Nc1ccc(C(O)(C(=O)OCC)C(F)(F)F)cc1)C(F)(F)F (stereo not given) | 82%* | -2% | i | 14 | 0.0% | 2.7 | 31 | 7 | 6 | -2% | 1.2% | 2%
Cc1oc(-c2ccccc2)nc1CN1C(=O)C(C)N=C(c2ccccc2F)c2cc(Cl)ccc21 (stereo not given) | 6% | -3% | i | 9 | -1.7% | 5.0 | 78 | 80* | -2.1* | 2% | 8.5% | -9%
O=C(CCc1nc(-c2ccccc2F)no1)N1CCC2(CC1)OCCO2 | -8% | . | i | 1 | 0.0% | 0.8 | 49 | -14 | 5 | -2% | 1.8% | 20%
COc1cc(OC)c(OC)cc1CNCCc1ccc(F)cc1 | -9% | 3% | . | . | 0.2% | 1.8 | 67 | . | . | 4% | -0.8% | -8% | Dengue-2 NS5 capping pilot replicate=3.9
CC(=O)Nc1ccccc1C(=O)OCc1ccc(F)cc1 | -4% | 1% | i | 1 | -1.9% | -1.2 | 104 | 1 | 4 | -10% | -2.0% | 9%
